Granule exo inh – LAMP-1 surface exposure blockers, TALL-104 cells – cell-based, flow cytometry, MLPCN library, primary screen | TALL-104 LAMP-1 surface exposure; cells stimulated with thapsigargin and PMA | inhibition, % at 10 µM | hit rate 0.66% among 360,000;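 active = inhibition above about 55%, limit read from the data; inconclusive = no clear call, values can overlap the other calls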
ABCB6 inh MLPCN – ABCB6 transporter inhibitors, primary screen, K562-ABCB6 cells, flow cytometry, MLPCN library; ATP-binding cassette sub-family B member 6 (Homo sapiens), Q9NP58; K562-ABCB6 porphyrin accumulation, 1 h; stronger effect = lower value; fluorescence ratio to DMSO, % at 10 µM; hit rate 0.19% among 360,000; AID 602162, 2011;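 active = fluorescence ratio to DMSO below 75%, the collection mean minus 3 SD; inconclusive = too few cells collected in the well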;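 note: signal is porphyrin accumulated inside mitochondria; 100% equals median channel fluorescence of DMSO control wells; lower ratio means ABCB6 inhibition with less porphyrin fluorescence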
MC4R ag barr – MC4R agonists recruiting beta-arrestin, primary screen, cell-based, luminescence, agonist arm of biased-ligand search | hit rate 0.98% among 360,000 | Melanocortin receptor 4 (Homo sapiens), P32245 | activation, % at 8.9 µM | U2OS MC4R beta-arrestin complementation; percent of melanotan II response, DMSO zero;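 active = activation above a per-plate cutoff, the mean activation of sample wells on that plate plus 3 SD, cut at about 8% in these data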
Target sequence (P32245 whole entry, looked up): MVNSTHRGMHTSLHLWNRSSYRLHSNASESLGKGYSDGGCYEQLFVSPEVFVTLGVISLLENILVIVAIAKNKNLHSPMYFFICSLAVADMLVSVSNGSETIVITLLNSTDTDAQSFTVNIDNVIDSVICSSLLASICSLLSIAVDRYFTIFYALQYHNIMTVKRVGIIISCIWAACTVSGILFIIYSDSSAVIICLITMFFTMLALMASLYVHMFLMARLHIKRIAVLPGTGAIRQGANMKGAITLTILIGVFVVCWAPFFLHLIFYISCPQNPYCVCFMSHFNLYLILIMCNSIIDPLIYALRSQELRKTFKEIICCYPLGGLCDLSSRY
hiPSC survival – enhancers of single-cell hiPSC survival, primary screen, ATPlite luminescence. 100% = ROCK inhibitor wells, 0% = DMSO. AID 602274, 2012. hit rate 0.044% among 360,000. survival enhancement, % at 20 µM; in the data active = survival enhancement above about 18%;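 note: cells exposed to compounds for 16 hours before the ATP read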
m5-HT2A agonist – mouse Htr2a agonists via beta-arrestin recruitment, primary screen, cell-based, luminescence. 5-hydroxytryptamine receptor 2A (Mus musculus), P35363. CHO-K1 mHTR2A beta-arrestin complementation; percent of 30 µM serotonin response. activation, % at 7.6 µM. hit rate 0.66% among 360,000. AID 624169, 2012;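 active = activation above a run cutoff, the mean activation of all tested compounds plus 3 SD, cut at about 14% in these data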;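 note: 0% = plate median of compound wells and 100% = 30 µM serotonin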
Target sequence (P35363 whole entry, looked up): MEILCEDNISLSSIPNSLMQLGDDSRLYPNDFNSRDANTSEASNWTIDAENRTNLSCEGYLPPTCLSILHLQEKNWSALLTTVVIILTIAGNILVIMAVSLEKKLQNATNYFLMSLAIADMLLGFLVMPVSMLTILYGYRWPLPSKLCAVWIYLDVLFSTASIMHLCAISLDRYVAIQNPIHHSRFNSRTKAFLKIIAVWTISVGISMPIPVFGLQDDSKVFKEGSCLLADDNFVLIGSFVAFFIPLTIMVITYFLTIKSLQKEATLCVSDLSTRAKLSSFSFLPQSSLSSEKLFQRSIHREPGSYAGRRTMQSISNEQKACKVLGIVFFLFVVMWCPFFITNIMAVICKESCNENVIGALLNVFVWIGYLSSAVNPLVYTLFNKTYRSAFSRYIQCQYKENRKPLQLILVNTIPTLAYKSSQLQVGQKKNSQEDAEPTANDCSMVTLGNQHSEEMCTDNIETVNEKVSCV
N-glyco inh – increase of ERlucT glycosylation luciferase signal, primary screen, N-linked glycosylation inhibitor project, D54 ERlucT cells, luminescence, set 2; hit rate 0.23% among 360,000; reporter increase, % at 12.5 µM; D54 ERlucT glycosylation luciferase reporter, 24 h; percent of 100 nM tunicamycin response;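 active = mean luciferase reporter signal, scaled so untreated is 0 and the glycosylation-blocking control 100, at or above a set limit in every replicate; inconclusive = mean reaches the limit but not every replicate does; inactive = mean below the limit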;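 note: luciferase carries N-glycosylation sites so blocking glycosylation raises the light; 0% = median of neutral control wells and 100% = median of 100 nM tunicamycin wells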
ABHD5 PLIN5 PPI – ABHD5-PLIN5 interaction inhibitors, primary screen, cell lysate, split luciferase complementation, luminescence; AID 602281, 2012; Split G. princeps luciferase complementation, 4 h; inhibition, % at 4 µM; hit rate 0.78% among 360,000;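 active = inhibition above the mean inhibition across every tested compound plus 3 SD, cut at about 22% in these data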;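 note: 0% = DMSO only wells and the 100% control is not disclosed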
aDG glyco act – activators of alpha-DG glycosylation, primary screen, uHTS, Pro5-aDG cells, AlphaScreen. alpha-DG glycosylation AlphaScreen (IIH6); 0% Pro5, 100% B10-LARGE cell signal. activation, % at 10 µM. AID 624168, 2012. hit rate 0.22% among 360,000;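 active = activation of at least 8% versus controls, or a plate z-score of at least 8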;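 note: Pro5 are CHO cells carrying HIG-tagged alpha-DG that lacks glycosylation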
MC4R antag cAMP – MC4R antagonists of cAMP signaling, primary screen, cell-based, TR-FRET, antagonist arm of biased-ligand search; hit rate 0.48% among 360,000; inhibition, % at 6.5 µM; MC4R-expressing cells, MTII-stimulated cAMP, LANCE TR-FRET; AID 540295, 2011;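 active = inhibition above its plate's cutoff, the mean of tested wells on that plate plus 3 SD, cut at about 29% in these data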;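 note: 0% = Melanotan II alone and 100% = Melanotan II plus saturating MCL0020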
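Test system: U2OS cells stably expressing human melanocortin 4 receptor (MC4R); also added: Melanotan II challenge; compound: 6.5 µM single dose; timing: 30-min compound preincubation, 1-h Melanotan II challenge, 1-h detection, room temperature; signal: Eu-cAMP/anti-cAMP TR-FRET, emission 671 nm; repeats: one well per compound, no replicates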
H9c2 protect – cardioprotection against H2O2-induced cell death, primary screen, uHTS, H9c2 cells, ATPLite luminescence; H9c2 cardiomyocytes, H2O2 injury protection, 2 h; protection from H2O2 cell death, % at 20 µM; hit rate 0.63% among 360,000;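 active = compounds giving at least 50% protection of heart cells from peroxide-induced death in the single-dose screen, raw or plate-pattern-corrected value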;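 note: 0% = DMSO wells with peroxide and 100% = DMSO wells without peroxide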
* = called active by the depositor; ? = inconclusive; . = no result given.

SMILES	Granule exo inh	ABCB6 inh MLPCN	MC4R ag barr	hiPSC survival	m5-HT2A agonist	N-glyco inh	ABHD5 PLIN5 PPI	aDG glyco act	MC4R antag cAMP	H9c2 protect
COc1ccc(-c2nc(CN3CCC(C(=O)NC4CCCc5ccccc54)CC3)c(C)o2)cc1OC (stereo unspecified)	-1	99	0.0	-0.7	-3	0	-3	0.0	0	-1
Cc1c(NC(=O)C(C)OC(=O)c2cc(Cl)nc(Cl)c2)c(=O)n(-c2ccccc2)n1C (stereo unspecified)	-4	95	-0.7	-0.8	3	4	4	0.0	1	2
O=C(CN1C(=O)COc2ccccc21)Nc1ccc2c(c1)OCCO2	-5	98	-1.9	-1.5	-2	-2	-3	0.0	-1	4
COc1ccc(NS(=O)(=O)c2cccc(C(=O)NN=Cc3ccc(O)c(OC)c3)c2)cc1	13	101	-0.1	-2.1	-2	1	2	0.0	-14	-1
CNC(=O)COC(=O)c1ccc(Cl)c(S(=O)(=O)N2CCCC2)c1	-1	96	-1.4	0.0	3	-3	0	0.0	-4	1
O=C1NC[C@@H](CCCCN2C[C@H](Cc3ccc(O)cc3)N(CC3CCCCC3)C(=O)C2=O)N(Cc2ccccc2)C1=O	7	100	.	0.4	2	.	-3	0.3	.	.
N#CCC(=O)N/N=C/c1ccc(OC2CSC2)cc1	-5	97	-3.7	2.6	5	-2	-3	-0.2	-3	-4
Cc1ccc(S(=O)(=O)N2c3ccccc3OC(C(=O)OC(C)(C)C)(C(=O)OC(C)(C)C)C2CC(=O)c2ccccc2)cc1 (stereo unspecified)	2	.	.	.	-3	.	-11	0.0	.	.
Cc1ccc([N+](=O)[O-])c(OCCN2CCC(Cc3ccccc3)CC2)c1	8	99	6.1	0.6	-8	0	16	0.4	-4	-5
COc1ccc2c(c1)C(=O)c1ccccc1CO2	-1	101	-0.3	3.2	0	-2	4	-0.1	0	-5
Oc1ccccc1CNc1ccc(OC(F)(F)F)cc1	4	95	3.6	-1.0	-4	3	-10	0.0	-6	-15
O=C1C2C3C=CC(CC3)C2C(=O)N1c1ccc(Br)cc1[N+](=O)[O-] (stereo unspecified)	-6	84	-1.9	0.0	-1	-2	-2	0.0	-6	-6
COCc1cc(=O)n2[nH]c(-c3ccsc3-n3c(C)ccc3C)cc2n1	-6	103	-0.9	-1.3	0	3	6	-0.1	5	-1
O=C(Nc1ccccc1)Nc1ccc(Cl)c(S(=O)(=O)N2CCOCC2)c1	-1	98	-0.9	-0.7	-5	-6	1	0.1	8	-12
Cc1c(CC(=O)N[C@@H](C)C(=O)O)c(=O)oc2cc3c(cc12)CCC(C)(C)O3	-3	97	-0.2	0.4	3	1	2	-0.1	-1	2
CCCOc1cccc(C(=O)NCCNC(=O)c2ccccn2)c1	-6	97	-0.8	-0.6	9	1	-9	0.0	-3	1
CCOC(=O)Cc1nc2cc(Cl)ccc2o1	-1	92	0.2	2.2	2	0	6	-0.1	-4	-1
Cc1oc(/N=C/c2ccccc2)c(C#N)c1C	4	106	-0.7	0.1	-1	1	-1	-0.1	2	2
COC(=O)C(NC(C)=O)(Nc1ccccn1)C(F)(F)F (stereo unspecified)	-2	92	-1.2	1.8	-1	1	1	-0.1	9	1
Cc1ccc(C)c(S(=O)(=O)N2CCCOC2CNC(=O)C(=O)NCc2ccccn2)c1 (stereo unspecified)	5	?	3.5	0.0	-3	2	4	0.3	10	-1
CCOC(=O)/C=c1\s/c(=C\c2ccc3cc(OC)ccc3c2)c(=O)n1CC(=O)NCC1CCCO1 (stereo unspecified)	-2	93	-1.7	-3.0	3	-1	4	-0.4	0	-6
CC(C)Cc1cc(C(=O)Nc2sc3c(c2C#N)CCCC3)no1	0	102	-1.1	1.1	6	0	-7	0.0	6	-21
CC(Sc1nnc(-c2ccc(Cl)cc2)n1C)C(N)=O (stereo unspecified)	0	104	0.7	2.8	-1	0	-2	-0.3	8	2
Cc1cc(C(=O)N/N=C/c2cccn2C)n[nH]1	0	103	0.7	-1.8	-1	0	6	-0.1	-5	3
Cc1cccc(C)c1OCC(=O)NCc1nnc(SCC(=O)NC2CCCCC2)n1C	0	99	-0.9	0.2	1	2	-6	0.2	2	6
COc1ccc(-c2cc(NC(C)=O)c3ncc(-c4ccc(F)cc4)n3c2)cc1OC	15	104	22*	0.3	3	-5	9	-0.2	14	13
CNC[C@H]1Oc2c(NS(=O)(=O)c3cccs3)cccc2C(=O)N([C@H](C)CO)C[C@@H]1C	77*	98	-0.4	11	3	2	0	0.5	8	2
Cc1ccc(-c2nc(N)sc2CC(=O)OCC(=O)NC2CCCC(C)C2C)cc1 (stereo unspecified)	-9	97	-1.5	0.1	-6	1	-4	-0.1	14	-5
CC(/C=N\N1CCN(c2ccc(Cl)cc2)CC1)=C\c1ccccc1	-3	96	-0.9	0.5	3	1	1	-0.2	5	5
CCOc1ccc(C(=O)Nc2ccc(NC(=O)c3cccs3)cc2)cc1[N+](=O)[O-]	0	91	-1.6	-1.7	0	-1	-5	0.3	-7	-2
COC(=O)c1ccccc1NS(=O)(=O)c1ccc2c3c(cccc13)C(=O)N2	-8	103	-0.3	-0.3	-3	4	-2	0.1	-12	-3
CC1=C(C(N)=O)C(c2ccccc2F)NC(=O)N1 (stereo unspecified)	-2	109	-2.0	-3.4	-3	2	-2	0.1	13	1
COc1cccc(CNC(=O)CCNS(=O)(=O)c2ccc(C)cc2)c1	6	99	1.3	1.4	-5	-1	5	0.2	7	-6
CC(NC(=O)c1ccccc1NC(=O)c1ccncc1)c1ccccc1 (stereo unspecified)	7	94	-1.0	-0.1	0	0	-5	-0.2	6	-4
Cc1cccc(N2CC(C(=O)Nc3ccc(S(=O)(=O)N4CCCCC4)cc3)CC2=O)c1C (stereo unspecified)	0	98	-0.2	0.8	-5	0	2	0.1	15	-7
COc1ccccc1C(=O)Nn1c(-c2cccs2)nc2ccccc2c1=O	-7	102	1.2	0.9	-4	-4	0	-0.2	-2	18
CC1(C)OC2CCN3C(C(O)COS3(=O)=O)C2O1 (stereo unspecified)	-12	103	-0.9	8.0	3	0	-3	0.1	1	0
O=C(c1ccccc1Br)N1CCN(Cc2ccc3c(c2)OCO3)CC1	-13	99	-0.1	-0.6	-5	-5	-5	-0.1	8	-1
NC(=O)c1nsc(C(=O)N(c2ccc3c(c2)OCCO3)C(C(=O)NCC2CCCO2)c2ccc(F)cc2)c1N (stereo unspecified)	-4	97	-2.7	-0.7	0	-4	4	-0.2	-4	20
CCCCC(=O)Nc1sc2c(c1C(=O)OCC)CCC(C=O)=C2Cl	7	126	10*	-3.0	0	-3	9	-0.3	15	-15
CN(CCOc1cccc(C(F)(F)F)c1)Cc1ccccc1	0	100	0.9	-0.4	0	-1	0	0.5	5	-12
Cc1ccc(N(C)C(=O)n2cnc3ccccc32)cc1	0	97	1.9	1.0	0	2	1	0.1	-1	2
CCN(CC)c1ccc(NC(=O)c2ccccc2OCC(=O)OC)cc1	0	100	-2.9	-2.6	-2	-1	0	-0.2	20	8
O=S(=O)(NCc1ccco1)c1cnc(Cl)c(Br)c1	8	98	-1.6	-2.9	8	-1	-4	1.1	42*	0
CCO[C@@H]1OC(C(=O)N2CCN(C)CC2)=C[C@H](c2coc3ccccc3c2=O)[C@H]1CCCO	0	99	-0.7	-1.9	3	3	-2	-0.1	-1	7
CCN(C(=O)c1ccco1)C1C2CC3CC(C2)CC1C3 (stereo unspecified)	-3	96	3.2	0.1	0	-2	11	0.1	-2	-4
CCCCNC(=O)c1cccc(C(=O)NCCCC)c1	-1	100	0.9	-2.7	-2	0	1	0.1	3	-2
N#CCc1c[nH]c2ccc([N+](=O)[O-])cc12	1	101	-2.4	-1.1	5	-4	-1	-0.2	6	4
CC(C)[C@H](NC(=O)OC(C)(C)C)c1cc(C(=O)N(C)CCN(C)C)c(N)s1	2	.	.	.	-1	.	-4	0.1	.	.
O=C(COc1ccccc1Cl)N1CCN(c2ccc([N+](=O)[O-])c(N3CCOCC3)c2)CC1	2	96	-0.4	1.7	-3	0	2	0.7	5	15
CC(C)(C)OC(=O)NCCCC[C@H](NC(=O)[C@H](Cc1c[nH]c2ccccc12)NC(=O)OCc1ccccc1)C(=O)O	2	93	0.2	-0.6	3	2	1	0.2	0	4
COc1ccc(NC(C)=O)cc1NC(=O)CN1CCN(c2ccccn2)CC1	-9	102	-2.4	-0.1	1	-1	4	0.2	9	5
Cc1ccc(C(=O)C(OC(=O)c2cnccn2)c2ccccc2)cc1 (stereo unspecified)	-1	100	0.9	0.3	3	1	0	-0.1	6	5
COc1ccc(COC(=O)CCCN=C2NS(=O)(=O)c3ccccc32)cc1F	10	90	0.0	5.1	-7	-5	6	0.2	13	-6
CC(C)(C)c1nn(-c2ccccc2)c2[nH]c(=O)c(CNCc3ccco3)cc12	1	97	1.9	-0.4	-2	0	2	-0.1	8	79*
COC(=O)COc1cccc(NS(=O)(=O)c2ccc(NC(C)=O)cc2)c1	-2	100	-0.1	-0.2	2	-1	1	-0.1	19	-6
O=C(NNC(=O)c1ccc([N+](=O)[O-])cc1)NC1CCCCC1	0	102	-1.9	0.5	2	3	-4	-0.1	1	-3
O=C(Cc1cccc2ccccc12)N/N=C/c1ccc(OC(=O)/C=C/c2ccco2)cc1	-1	77	3.7	-1.2	2	2	5	0.9	8	-27
Cc1c(C2=CCN(S(=O)(=O)c3ccc(Cl)cc3)CC2)c2ccccc2n1C	0	101	-1.2	-0.3	-1	-3	-1	-0.1	4	-5
Cc1ccc(S(=O)(=O)NCCC(=O)NCc2ccccc2)cc1	1	88	-1.5	-2.0	-6	1	0	0.0	-2	-5
N#CCc1c(C#N)c(N)nc(N2CCCC2)c1C#N	-5	108	-0.1	3.7	3	2	-3	0.1	-20	0
Cc1sc2ncnc(Sc3nnnn3-c3ccc(Cl)cc3)c2c1C	3	86	-0.7	-4.8	-1	1	5	-0.3	5	-27
